mIAP act: activators of mouse IAP, primary screen, biochemical, luminescence, uHTS. intestinal alkaline phosphatase [Mus musculus]. hit rate 0.24% among 330,000. activation factor at 10 µM. muIAP, CDP-Star luminescence, 30 min; active compounds read high; 1 = vehicle-only enzyme signal, 0 = enzyme-free wells;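 active means activation factor of at least 2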; further: the source names both 10 and 20 µM as test concentration; values of inactives mirror those of a sister screen read the other way
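System: Mouse IAP enzyme | Also added: CDP-Star substrate | Dosing: Compounds dispensed in DMSO | Schedule: 30 min enzyme-substrate-compound incubation at room temperature | Technique: Chemiluminescence readout | Control set: DMSO-only wells and no-enzyme negative control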
APOBEC3A inh: APOBEC3A ssDNA deaminase inhibitors, primary screen, selectivity assay for APOBEC3G inhibitor project, biochemical, FAM/TAMRA oligo cleavage fluorescence | DNA dC->dU-editing enzyme APOBEC-3A (Homo sapiens), P31941 | recombinant A3A, FAM/TAMRA ssDNA deamination fluorescence | inhibition, % at 20 µM | hit rate 0.41% among 330,000;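 active means at least 40% inhibition at 20 µM here, with at most 30% in a related deaminase screen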;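 further: plate controls were A3A with DMSO for no effect and wells lacking A3A enzyme for full effect; some results filed as inactive read as strong as hits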
hIAP activ: human IAP activators, primary screen, biochemical, luminescence, uHTS; purified human IAP, CDP-Star luminescence, 30 min; active compounds read high; 1 = vehicle-only enzyme, 0 = enzyme-free background; activation factor at 10 µM; hit rate 0.16% among 330,000;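 active means activation factor of the enzyme at least 2-fold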; further: the source names both 10 and 20 µM as test concentration; values of inactives mirror those of a sister screen read the other way
mIAP inh: inhibitors of mouse IAP, primary screen, biochemical, luminescence, uHTS; intestinal alkaline phosphatase [Mus musculus]; purified mouse IAP, CDP-Star luminescence, 30 min; inhibition, % at 10 µM; hit rate 0.2% among 330,000; AID 2806, 2010;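 active means inhibition of at least 40% at 10 µM in the primary screen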;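 further: plate controls were DMSO with enzyme for no effect and no enzyme wells for full effect; values of inactives mirror those of a sister screen read the other way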
ATG4B inh: ATG4B protease inhibitors, primary screen, biochemical, fluorescence, uHTS; ATG4B cleavage of LC3-PLA2, NBD-HPC fluorescence, 1 h; inhibition, % at 8.33 µM; hit rate 0.51% among 340,000; in the data active means inhibition above about 40%
hIAP inh: human IAP inhibitors, primary screen, biochemical, luminescence, uHTS; Intestinal-type alkaline phosphatase (Homo sapiens), P09923; purified IAP, CDP-Star luminescence, 30 min; inhibition, % at 10 µM; hit rate 0.12% among 330,000; AID 2544, 2010;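 active means inhibition reaching a set limit with compound at 10 µM in the primary screen, cut at about 35% in these data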;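 further: plate controls were DMSO wells with enzyme for no effect and no-enzyme buffer wells for full effect; values of inactives mirror those of a sister screen read the other way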
PfGluPho inh: PfG6PD enzyme inhibitors, primary screen, biochemical, fluorescence intensity, uHTS | inhibition, % at 20 µM | PfGluPho enzyme, NADPH resazurin-diaphorase fluorescence | hit rate 0.78% among 350,000 | glucose-6-phosphate dehydrogenase-6-phosphogluconolactonase (Plasmodium falciparum 3D7);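 active means inhibition reaching at least a set limit at 20 µM in the primary screen, cut at about 59% in these data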;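 further: 0% = DMSO wells with substrate and 100% = DMSO wells lacking glucose-6-phosphate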
HKDC1 inhibitor: HKDC1 hexokinase inhibitors, primary screen, biochemical, fluorescence, uHTS; recombinant HKDC1, G6PDH/diaphorase resazurin coupled fluorescence; inhibition, % at 20 µM; hit rate 0.16% among 340,000;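 active means inhibition above about 35% when tested at 20 µM, limit read from the data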;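 further: plate controls were DMSO wells with enzyme for no effect and DMSO wells lacking enzyme for full effect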
Target sequence (Q2TB90 whole entry, looked up): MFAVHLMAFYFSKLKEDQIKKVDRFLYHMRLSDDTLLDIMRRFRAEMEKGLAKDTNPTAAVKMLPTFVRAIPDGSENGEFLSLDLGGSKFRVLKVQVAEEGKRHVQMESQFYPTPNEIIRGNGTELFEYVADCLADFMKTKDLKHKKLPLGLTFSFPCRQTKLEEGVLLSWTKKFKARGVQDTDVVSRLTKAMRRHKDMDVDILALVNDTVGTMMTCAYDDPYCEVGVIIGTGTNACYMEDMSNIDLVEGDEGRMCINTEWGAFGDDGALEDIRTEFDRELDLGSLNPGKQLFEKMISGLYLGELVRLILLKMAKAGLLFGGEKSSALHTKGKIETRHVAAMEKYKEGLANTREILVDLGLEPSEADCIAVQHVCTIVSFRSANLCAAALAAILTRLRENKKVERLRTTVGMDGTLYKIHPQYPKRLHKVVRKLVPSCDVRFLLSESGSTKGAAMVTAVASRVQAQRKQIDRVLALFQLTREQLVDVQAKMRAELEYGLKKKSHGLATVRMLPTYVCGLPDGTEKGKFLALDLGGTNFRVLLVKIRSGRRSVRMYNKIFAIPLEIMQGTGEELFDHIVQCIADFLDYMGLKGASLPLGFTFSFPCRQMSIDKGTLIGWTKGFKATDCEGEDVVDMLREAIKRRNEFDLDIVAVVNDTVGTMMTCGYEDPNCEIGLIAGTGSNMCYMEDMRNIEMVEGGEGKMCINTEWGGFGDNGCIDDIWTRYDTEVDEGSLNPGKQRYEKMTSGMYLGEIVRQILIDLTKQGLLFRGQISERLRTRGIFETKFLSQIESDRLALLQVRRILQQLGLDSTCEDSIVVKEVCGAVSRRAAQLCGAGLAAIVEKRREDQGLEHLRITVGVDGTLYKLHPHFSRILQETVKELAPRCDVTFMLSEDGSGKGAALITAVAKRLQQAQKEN
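Incubation: 90 min at room temperature in dark / Material: recombinant HKDC1 (HK5) hexokinase enzyme, produced in-house / Quantity: enzyme 5 µg/mL final / Compound: one dose of 20 µM, 1% DMSO / Reagent: glucose and ATP substrates / Buffer or medium: Tris pH 8.0 buffer with MgCl2, Tween-20, BSA, BME / Technique: resorufin fluorescence at 613 nm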
Numbers without * were called inactive.

Order of results: mIAP act	APOBEC3A inh	hIAP activ	mIAP inh	ATG4B inh	hIAP inh	PfGluPho inh	HKDC1 inhibitor
> O=C(CSc1nnc(Cn2c(=O)sc3ccccc32)n1-c1ccccc1)NCc1ccco1
→ 0.955	-2.9	0.923	4.5	-1.3	7.7	6.9	0.8
> O=C1O[C@@H]([C@H](O)CO)C(O)=C1O
→ 1.05	-0.8	1.05	-5.2	6.6	-5.4	-23.4	-6.3
> COc1ccc(CC(=O)Oc2ccc(C#N)cc2)cc1
→ 0.99	-8.8	1.06	1.0	-3.0	-5.6	-6.9	5.5
> Cc1nc2ccccc2c(=O)n1NC(=O)c1ccc([N+](=O)[O-])cc1Cl
→ 1.01	2.2	0.857	-1.4	-11.8	14.3	-5.5	-11.4
> Cc1ccc(S(=O)(=O)N(C)C)cc1NC(=O)[C@H](Cc1ccccc1)N1C(=O)c2ccccc2C1=O
→ 0.969	1.5	1.08	3.1	5.5	-7.6	-0.3	-3.4
> Cn1c(=O)c2ncn(CC(=O)N/N=C/C=C/c3ccccc3)c2n(C)c1=O
→ 0.974	-3.3	0.857	2.6	-6.9	14.3	5.5	-7.7
> Oc1ccccc1Nc1ccccn1
→ 0.949	-1.5	0.899	5.1	4.1	10.1	-10.3	5.8
> CCc1ccc(NC(=O)CSc2nnc(Cc3cccn3C)n2-c2ccc(OC)cc2)cc1
→ 0.854	-4.6	0.868	14.6	25.6	13.2	23.1	0.8
> CCOC(=O)c1ccccc1NS(=O)(=O)c1ccc(C)cc1
→ 1.07	-0.9	0.968	-6.7	-10.6	3.2	11.2	-1.3
> OC(CN(c1ccccc1)c1ccccc1)Cn1cnc2ccccc21 (configuration not stated)
→ 1.12	-1.7	1.03	-12.4	-0.3	-3.3	41.7	5.1
> Cc1ccc(N(Cc2ccccc2)C(=O)CN2C(=O)NC3(CCCC3)C2=O)cc1
→ 0.965	-3.1	1.03	3.5	-2.4	-3.0	8.3	0.7
> CCc1ccccc1S(=O)(=O)c1c(C)cc(C)nc1Cl
→ 1.08	-3.2	1.05	-7.6	0.2	-5.2	24.0	1.2
> Cc1ccc(S(=O)(=O)N2CCC(C)CC2)c([N+](=O)[O-])c1
→ 1.03	-3.5	0.934	-2.9	14.6	6.6	12.7	-5.5
> Cc1ccc2c(c1)c1nc3ccccc3nc1n2CCN1CCOCC1
→ 1.02	2.5	1.25	-1.6	-16.9	-24.9	58.3	4.7
> O=C(Cc1n[nH]c(=O)c2ccccc12)OCC(=O)c1ccc(F)cc1
→ 0.966	-1.3	1.15	3.4	-1.8	-15.3	8.6	3.0
> Cc1c(Br)c([N+](=O)[O-])nn1CC(=O)Nc1ccc(Cc2ccncc2)cc1
→ 0.899	-2.4	0.93	10.1	5.8	7.0	5.0	-6.1
> COC(=O)c1ccc(NC(=O)C2CCCN2C(=O)Nc2cccc(C(C)=O)c2)cc1 (configuration not stated)
→ 0.981	-4.6	1.05	1.9	-2.7	-4.8	-0.9	-5.8
> Cc1ccc(S(=O)(=O)CCC(=O)OCC(=O)NNC(=O)c2ccc([N+](=O)[O-])cc2)cc1
→ 0.937	-1.5	1.07	6.3	-13.9	-6.7	-9.5	-5.3
> COc1ccc(NC(=O)/C(C#N)=C\c2ccc(-c3cc(C(=O)O)ccc3C)o2)cc1
→ 0.853	16.7	1.04	14.7	2.3	-4.5	6.6	3.8
> Cn1cc(CCCC(=O)NCc2ccc(F)cc2)c2ccccc21
→ 1.13	-1.7	0.924	-12.8	13.3	7.6	3.3	0.3
> CC(=O)Oc1ccccc1C(=O)NC(C)CCc1ccccc1 (configuration not stated)
→ 1.05	-1.8	0.859	-4.8	0.0	14.1	-13.9	-7.4
> OC1O[C@H](c2ccc3c(c2)OCO3)[C@H]2CO[C@H](c3ccc4c(c3)OCO4)[C@@H]12 (some centres not stated)
→ 1.07	-2.6	0.972	-7.2	-1.8	2.8	-1.1	-2.8
> COc1ccc(C(=O)C2CCCN(C(=O)c3cc4nc(C)cc(C)n4n3)C2)cc1F (configuration not stated)
→ 0.852	-0.4	1.02	14.8	0.6	-1.7	-10.9	-13.5
> O=C(C[C@H]1C/C=C\CC[C@H](Cc2ccc(F)cc2)C(=O)O[C@@H](c2ccccc2)CNC1=O)N[C@H](CO)Cc1ccccc1
→ 1.33	-2.0	1.07	-33.5	-18.5	-6.6	-6.9	0.3
> CC(C)(C)c1cc(NC(=O)COC(=O)c2ccc3c(=O)n4c(nc3c2)CCC4)n(-c2ccccc2)n1
→ 1	8.7	0.999	-0.5	-7.8	0.1	-6.5	2.1
> CCOC(=O)C1=C(C)Nc2nc(C)nn2C1c1ccc(OCC)c(OC)c1 (configuration not stated)
→ 0.913	1.5	0.95	8.7	-2.0	5.0	2.5	-6.2
> COc1ccc(-c2noc(COc3ccccc3OC)n2)cc1OC
→ 1.01	-5.5	0.86	-1.0	0.5	14.0	-1.7	-3.3
> CCC(C(=O)OCC(=O)Nc1ccc(C)c(S(=O)(=O)N2CCOCC2)c1)c1ccccc1 (configuration not stated)
→ 1.14	20.8	0.968	-13.7	-7.1	3.2	-9.6	-0.7
> COc1ccccc1C1CCN(C(=O)c2ccc(Cl)cc2)CC1
→ 0.936	-4.0	1.14	6.4	-2.9	-14.4	9.9	2.2
> C/C(=N\NC(=O)CNc1cccc(C)c1)c1ccc(Br)s1
→ 0.948	0.7	1.01	5.2	-13.1	-1.5	7.4	-3.1
> O=C(c1ccco1)N1CCCC(c2nc3c(nnn3Cc3ccccc3)c(=O)[nH]2)C1 (configuration not stated)
→ 0.951	-2.6	0.89	4.9	-4.8	11.0	7.4	-0.5
> O=C(CCc1ccccc1)Nc1nc2n(n1)C(c1ccccc1)CC(=O)N2 (configuration not stated)
→ 1.06	-2.0	1.52	-6.1	1.5	-52.3	-11.4	-6.7
> Cc1ccc(/C=N/N=C2\SCC(=O)N2CC2CC2)cc1
→ 1.04	2.3	0.837	-4.3	-3.3	16.3	9.8	-1.5
> Cc1ccc(Nc2nc3c([nH]2)c(=O)[nH]c(=O)n3C)cc1
→ 1.08	-1.7	1.01	-8.4	5.4	-1.5	0.4	-3.3
> CC1(c2cccc(Br)c2)NC(=O)N(CC(=O)NCC2CCCO2)C1=O (configuration not stated)
→ 1.07	2.6	0.95	-6.7	-4.1	5.0	-3.0	-4.5
> COc1ccccc1C1CCN(Cc2cccc(C(=O)N3CCC(O)CC3)c2)CC1
→ 0.964	-2.8	1.14	3.6	4.0	-14.4	-7.7	-7.3
> CCC(c1nnnn1CC1CCCO1)N(CCCO)Cc1cc2cccc(C)c2[nH]c1=O (configuration not stated)
→ 0.935	2.1	1.07	6.5	-5.3	-7.3	-1.0	-1.2
> Cc1ccc(NC(=O)c2ccccc2)s1
→ 0.843	-1.8	1.11	15.7	10.3	-11.0	12.6	0.5
> O=C(CCNC(=O)c1ccccc1Cl)NCC1COc2ccccc2O1 (configuration not stated)
→ 0.965	7.9	1.05	3.5	-1.6	-4.9	-9.0	-0.4
> CCOc1ccc(-n2c(=O)c3c4c(sc3n(CC(=O)NCc3ccco3)c2=O)CCC4)cc1
→ 1.1	-2.0	1.02	-10.2	-3.1	-1.7	6.2	-6.0
> COc1ccccc1CNS(=O)(=O)c1c(C)[nH]c(C)c1C(=O)N1CCCCC1
→ 1.04	-3.2	1.26	-4.4	7.2	-25.6	-3.3	-8.5
> COc1cccc(NC(=O)COc2cccnc2[N+](=O)[O-])c1
→ 0.923	-2.6	0.879	7.7	-2.3	12.1	-8.8	-4.6
> COc1ccc(C(=O)NNC(=O)CSc2nnc(-c3ccc(O)cc3)n2C)cc1
→ 0.904	1.7	1.16	9.6	-4.3	-15.8	-1.6	-7.8
> S=C(NCc1ccncc1)NC1CCCCC1
→ 0.976	-1.7	1.1	2.4	4.8	-9.8	-1.9	2.5
> NC(=O)c1cc(-c2ccncc2)nc2ccc(Cl)cc12
→ 1.02	1.5	1.09	-1.8	-4.0	-8.8	-1.6	-0.6
> N=c1c(C(=O)NCCc2ccccc2)cc2c(=O)n3ccccc3nc2n1Cc1ccco1
→ 0.906	4.3	0.915	9.4	5.5	8.5	12.6	0.7
> CCCC(NC(=O)c1ccco1)c1nc2ccccc2[nH]1 (configuration not stated)
→ 1.01	-1.8	1.1	-1.3	1.6	-10.1	11.2	-7.8
> COc1ccc(S(=O)(=O)N2CCCC(C(=O)Nc3ccc(OC)c(OC)c3)C2)cc1 (configuration not stated)
→ 1.08	3.5	1.14	-7.6	-8.5	-14.4	-9.2	-3.5
> C/C(=N\Nc1ccc(C(F)(F)F)cn1)c1ccc(S(=O)(=O)NCc2ccco2)cc1
→ 0.953	-2.0	0.856	4.7	-3.6	14.4	-7.8	-10.2
> O=C(c1cc(COc2ccc(F)cc2F)on1)N1CCN(C(=O)c2ccco2)CC1
→ 0.914	-3.4	1.1	8.6	-3.7	-10.0	25.6	-0.5
> COc1ccc(-c2csc(N(CCCN3CCOCC3)C(=O)c3ccco3)n2)cc1
→ 1.01	3.1	0.964	-1.3	-7.9	3.6	11.3	5.6
> Cn1nnnc1Sc1ccc([N+](=O)[O-])cc1Cl
→ 1.06	2.4	1.02	-6.1	-1.8	-2.0	2.4	-2.4
> Cc1nn(C)c(C(=O)Nc2ccc(S(=O)(=O)NC34CC5CC(CC(C5)C3)C4)cc2)c1Br
→ 1.03	-1.5	1.09	-3.5	-13.0	-8.7	30.4	6.8
> O=C(COc1ccccc1)N(Cc1ccco1)C1CCS(=O)(=O)C1 (configuration not stated)
→ 0.861	-3.9	1.15	13.9	-6.1	-14.6	3.9	-11.9
> CCC(C)NC(=O)CCc1c(C)nc2nc(-c3cc(OC)cc(OC)c3)nn2c1C (configuration not stated)
→ 0.938	-2.1	0.866	6.2	-15.6	13.4	8.0	4.1
> COc1cc(OC)cc(C(=O)NC(=S)Nc2cc3oc4ccccc4c3cc2OC)c1
→ 0.935	-1.3	1.04	6.5	-6.8	-4.3	-0.8	5.8
> Cc1cc(C)c2c(n1)sc1c(N3CCCCC3)ncnc12
→ 0.956	0.0	1.15	4.4	-4.2	-15.3	70.3*	17.0
> O=C(CCNC(=O)c1ccc([N+](=O)[O-])cc1)Nc1ccc(F)cc1F
→ 1.06	-6.1	1.2	-5.9	3.8	-20.0	1.9	-2.4

In another format: results already given
Compound,mIAP act,APOBEC3A inh,hIAP activ,mIAP inh,ATG4B inh,hIAP inh,PfGluPho inh,HKDC1 inhibitor
O=C(c1cc(COc2ccc(F)cc2F)on1)N1CCN(C(=O)c2ccco2)CC1,0.914,-3.4,1.1,8.6,-3.7,-10.0,25.6,-0.5
Cn1c(=O)c2ncn(CC(=O)N/N=C/C=C/c3ccccc3)c2n(C)c1=O,0.974,-3.3,0.857,2.6,-6.9,14.3,5.5,-7.7
CCOC(=O)c1ccccc1NS(=O)(=O)c1ccc(C)cc1,1.07,-0.9,0.968,-6.7,-10.6,3.2,11.2,-1.3
